Tn6 DDE FP: DD(E)-Tn6 binding inhibition, primary FP screen | P02675 | Fibrin DD(E) TRITC-Tn6 fluorescence polarization displacement | inhibition, % at 8.3 µM | 0.21% of 370,000 active;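 active = inhibition above a per-campaign cutoff: mean of compounds within control limits plus 3 SD, cut at about 15% in these data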;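 also: 0% = median of all compound wells on the plate and 100% = blocking peptide control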
PLC-beta3 inh: inhibitors of human phospholipase C beta3. AID 720704. Q01970. Purified PLC-beta3, fluorogenic substrate, fluorescence. inhibition, % at 12.2 µM. 0.18% of 370,000 active; in the data active = inhibition above about 11%;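 also: 0% = median of compound wells on plate and 100% = full blocker control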
Target sequence (Q01970 whole entry, looked up): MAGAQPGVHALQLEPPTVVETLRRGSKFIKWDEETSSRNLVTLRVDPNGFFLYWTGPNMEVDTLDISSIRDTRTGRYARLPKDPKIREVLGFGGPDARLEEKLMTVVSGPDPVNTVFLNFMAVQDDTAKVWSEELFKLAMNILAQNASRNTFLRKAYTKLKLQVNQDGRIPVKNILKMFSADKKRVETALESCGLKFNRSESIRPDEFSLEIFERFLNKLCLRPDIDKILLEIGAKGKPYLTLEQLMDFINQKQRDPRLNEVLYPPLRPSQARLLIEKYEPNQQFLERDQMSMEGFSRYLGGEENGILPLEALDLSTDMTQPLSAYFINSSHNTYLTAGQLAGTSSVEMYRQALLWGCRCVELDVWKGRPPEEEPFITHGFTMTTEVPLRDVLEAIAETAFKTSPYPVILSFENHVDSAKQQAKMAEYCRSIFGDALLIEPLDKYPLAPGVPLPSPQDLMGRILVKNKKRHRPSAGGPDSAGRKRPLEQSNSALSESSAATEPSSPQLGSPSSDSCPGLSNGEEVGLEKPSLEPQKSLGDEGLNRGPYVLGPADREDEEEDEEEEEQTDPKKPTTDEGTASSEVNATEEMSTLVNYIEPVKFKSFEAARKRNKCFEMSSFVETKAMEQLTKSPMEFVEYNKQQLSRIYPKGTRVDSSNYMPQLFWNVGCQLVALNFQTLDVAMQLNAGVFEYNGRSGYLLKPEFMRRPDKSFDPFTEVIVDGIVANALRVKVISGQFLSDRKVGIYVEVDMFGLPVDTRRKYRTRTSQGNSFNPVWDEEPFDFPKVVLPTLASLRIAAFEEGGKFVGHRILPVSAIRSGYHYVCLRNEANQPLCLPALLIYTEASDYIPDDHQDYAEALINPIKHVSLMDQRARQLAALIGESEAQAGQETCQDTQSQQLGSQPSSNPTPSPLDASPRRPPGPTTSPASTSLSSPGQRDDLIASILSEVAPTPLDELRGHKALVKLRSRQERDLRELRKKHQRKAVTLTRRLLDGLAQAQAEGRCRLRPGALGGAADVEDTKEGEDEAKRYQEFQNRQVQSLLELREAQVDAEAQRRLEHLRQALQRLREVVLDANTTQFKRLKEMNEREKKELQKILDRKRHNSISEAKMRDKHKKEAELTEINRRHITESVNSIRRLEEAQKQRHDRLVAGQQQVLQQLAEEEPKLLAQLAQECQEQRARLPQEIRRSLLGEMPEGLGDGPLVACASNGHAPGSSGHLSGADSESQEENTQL
Tn7 DDE FP: DD(E)-Tn7 binding inhibition, primary FP screen; P02675; FP displacement of FITC-Tn7 peptide from fibrin DD(E); 0% = median of compound wells per plate; inhibition, % at 8.3 µM; 0.13% of 370,000 active;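 active = inhibition above the mean of compounds falling within the control limits plus 3 SD of them, cut at about 14% in these data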;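 also: 0% = plate median of compound wells and 100% = 10 µM Aha-Tn7 peptide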
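Test system – human fibrin DD(E) · Times – 10 min preincubation, 3 h with tracer, room temperature · Detection – fluorescence polarization of the labelled Tn7 tracer · Measure – percent inhibition normalized to high-control wells · Benchmarks – high control wells with 10 µM unlabelled Aha-Tn7 peptide (full inhibition) · Repeats – singlicate testing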
NR1D1 modulator: modulators of human Rev-erb alpha DNA binding. Rev-erbα–FITC-DNA binding, fluorescence polarization, 90 min. activity, % at 10 µM. 0.79% of 370,000 active. AID 1259318;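 active = activity above about 14%, limit read from the data; passing the limit was not always enough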;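 also: 0% = DMSO wells with 35 nM protein and 100% = DMSO wells with 750 nM protein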
PLC-gamma1 inh: blocks human PLC-gamma1 enzyme activity; P19174; purified PLC-gamma1, fluorogenic substrate, fluorescence; inhibition, % at 12.2 µM; 0.84% of 370,000 active; in the data active = inhibition above about 9.5%
proKLK7 act: proKLK7 (human) activation, primary screen. P49862. purified proKLK7, EDANS-DABCYL substrate fluorescence; 100% is mature enzyme control, 0% vehicle. activation, % at 7 µM. 0.9% of 370,000 active;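 active = activation above the mean of all tested compounds plus 3 SD, computed per campaign excluding outliers beyond control limits, cut at about 13% in these data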
sPLA2-III inh: Inhibits HGIII-sPLA2 liposome hydrolysis, primary screen. Q9NZ20. QFRET BODIPY PC-A2 liposome hydrolysis, fluorescence. inhibition, % at 12.2 µM. 0.56% of 370,000 active. AID 743126;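 active = inhibition above mean plus 3 SD of compounds lying within the high and low control bounds, cut at about 19% in these data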;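 also: 0% = median of test compound wells and 100% = no enzyme DMSO wells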
ASAP1 GAP inh: blocks human ASAP1-stimulated Arf1 GTP hydrolysis; inhibition, % at 16.5 µM; GDP FP detection; Q9ULH1; 0.19% of 360,000 active; in the data active = inhibition above about 25%;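 also: 0% = vehicle with enzyme and substrate and 100% = no enzyme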
ARFGAP1 inhibitor: inhibits rat ARF GTPase activating protein 1; Q62848; Arfgap1-stimulated ARF1 GTP hydrolysis, GDP FP detection; inhibition, % at 16.5 µM; 0.26% of 360,000 active;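 active = inhibition above a per-plate limit, mean inhibition of low control wells plus 3 SD, cut at about 25% in these data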;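 also: 0% = DMSO wells with enzyme and 100% = wells lacking Arfgap1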
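System: truncated rat Arfgap1 GAP domain / Benchmarks: high control wells lacking Arfgap1, low control full reaction with DMSO / Times: compound-enzyme preincubation 20 min, reaction 120 min, detection 60 min, 25 °C / Repeats: one replicate per compound / Also added: human ARF1(Δ1-17)-GTP substrate / Measured by: Tracer-displacement fluorescence polarization with EDTA stop, 620/688 nm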
UHRF1 MBD2 ctr: blocks human UHRF1 binding to methylated DNA. Q96T88. UHRF1 binding to methylated oligo, TR-FRET. inhibition, % at 4.4 µM. 0.75% of 370,000 active. AID 687016; in the data active = inhibition above about 21%;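 also: UHRF1 SRA domain binding a hemimethylated CpG hairpin DNA probe; 0% = median of test compound wells and 100% = reference inhibitor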
Active calls of the source: *; x = not tested or not shown; & = joins results of further samples.

SMILES	Tn6 DDE FP	PLC-beta3 inh	Tn7 DDE FP	NR1D1 modulator	PLC-gamma1 inh	proKLK7 act	sPLA2-III inh	ASAP1 GAP inh	ARFGAP1 inhibitor	UHRF1 MBD2 ctr
CCCCC1(CN2CCCC2=O)C(=O)NC(=O)NC1=O	1.9	2.4	-1.1	-3.8	1.3	-0.1	-2.4	-14.7	2.1	-1.4
Cc1cccc([N+](=O)[O-])c1	7.0	2.5	-4.3	-8.4	-0.7	-0.2	0.1	8.7	-5.3	-1.8
O=C(NCc1cccnc1)NC1CCCCC1	2.4	3.1	3.6	1.9	3.0	0.2	1.0	-4.4	-5.6	7.5
CN1CCC(O)(c2cccs2)C(C(=O)c2cccs2)C1 (stereo not drawn)	3.7	-6.5	2.6	-1.8	-0.9	-0.8	8.5	-5.7	-3.1	-0.1
O=C(Nc1cccc(C(F)(F)F)c1)c1cccn(Cc2ccc3c(c2)OC(F)(F)O3)c1=O	6.4	-3.5	0.7	5.4	-4.6	-0.8	-5.0	17.5	18.6	-1.5
CC(C)Sc1nnc(OC(=O)N(C)C)n1-c1ccccc1	-1.0	-6.7	-2.2	-0.2	0.1	-0.6	14.7	2.0	8.7	0.9
CCCCn1c(=O)c(C(=O)Nc2ccccc2N)c(O)c2ccccc21	0.5	-72.1	3.3	1.9	-60.5	-6.6	12.8	-13.2	3.4	4.2
COc1ccc(-c2[nH]ncc2CNC(C)Cc2cccc(C)n2)cc1F (stereo not drawn)	-2.3	-0.2	-1.4	-2.5	-0.7	0.2	-6.7	4.5	9.8	1.5
COc1ccc(Cn2c(O)c(/C=N/NC(=O)c3ccncc3)c(=O)[nH]c2=O)cc1	0.5	-49.2	2.9	-1.9	-39.4	-5.1	3.8	-13.9	-10.0	-2.3
COc1cccc(OC)c1C1=NCC(=O)Nc2c1oc1ccc(Br)cc21	-0.1	-2.1	-4.7	-3.2	-2.0	-0.1	-20.7	7.0	-11.1	-2.3
CCOC(=O)CC[C@@H]1CC[C@]2(CCCN(Cc3ccccn3)C2)O1	-3.5	-1.0	-3.9	-3.5	-1.5	-0.6	9.5	x	x	0.1
NC(Cc1ccc(F)cc1)c1csc(Nc2ncccn2)n1 (stereo not drawn)	3.5	2.1	0.4	-6.4	2.1	-0.2	4.3	18.1	-1.4	0.2
CCc1nc2ccccc2c(=O)n1-c1ccccc1OC	-7.4	-3.7	-0.2	-5.9	1.0	0.2	-2.3	-1.9	3.4	2.7
O=C(Cc1ccccc1)N1CCN(Cc2ccc(F)cc2)CC1	5.0	-4.0	-11.8	-0.8	5.3	0.2	-2.0	8.6	6.3	0.8
O=C(COc1ccc(Cl)cc1)N(c1ccccc1Cl)C1CN2CCC1CC2 (stereo not drawn)	2.0	-2.6	-1.3	-2.8	3.9	-0.5	-22.0	0.8	2.4	0.5
Cc1cc(OCC(=O)NC(Cc2ccc(Cl)cc2)C(=O)O)c2c3c(c(=O)oc2c1)CCC3 (stereo not drawn)	8.3	-156.4	0.9	3.7	-120.5	7.1	-13.8	3.1	-4.3	-0.3
O=C1C2CCCC1C(N1CCCC1)CC2 (stereo not drawn)	0.2	-8.8	0.8	-4.5	2.6	0.3	1.9	2.0	3.4	-5.1
COC(=O)c1c2[n+](cc3cc(OC)c(OC)cc13)CCc1cc(OC)c(OC)cc1-2	2.7	-51.8	-1.0	7.6	-32.3	0.0	6.0	-2.7	6.2	9.8
Cn1cccc1/C=C1\C(=O)NC(=O)N(Cc2ccco2)C1=O	9.3	-11.1	-0.5	-19.5	-4.7	-0.4	-9.9	-1.8	-12.6	63.0*
Cc1cc(C)nc(N2Cc3ccccc3C2=N)n1	-2.1	-14.7	-2.8	0.8	-13.4	-0.3	-3.8	6.5	2.1	-37.9
COc1ccc(Cn2c(O)c(C=NCCCn3ccnc3)c(=O)[nH]c2=O)cc1	-10.0	2.0	-0.1	-0.5	1.7	-0.4	-0.5	1.3	10.0	-1.7
COc1ccc2nc(-c3ccc(CN4CCC(n5c(=O)[nH]c6ccccc65)CC4)cc3)c(-c3ccccc3)nc2c1	0.8	-63.6	-0.4	2.0	-47.5	-18.7	0.2	2.3	17.8	0.6
CC(N)Cc1cn(Cc2ccccc2)c2ccccc12 (stereo not drawn)	0.8	-8.3	4.9	-0.8	0.1	0.0	14.2	-12.2	-13.8	1.0
CC(=NCCCO)c1c(O)[nH]c(=O)[nH]c1=O	8.1	-5.5	2.5	1.9	1.5	0.0	2.9	2.2	1.2	-0.1
CN1CCN(C(=O)Cc2nc3ccccc3[nH]2)CC1	-7.3	-81.8	-1.4	-2.5	-58.4	-2.3	5.3	12.8	3.2	-1.0
CC1CCC/C=C/C2CC(O)CC2C(O)/C=C/C(=O)O1 (stereo not drawn)	-4.1	6.7	2.8	-2.2	14.7*	-0.7	9.3	1.5	3.8	1.4
CN1CCC(OC(=O)C2c3ccccc3Oc3ccccc32)CC1	-0.6	-0.5	1.3	6.2	0.2	-0.1	-0.3	1.0	5.5	6.4
COc1ccc(-c2nn(CCC#N)cc2C(=O)NCc2ccccc2)cc1	0.5	-2.8	-3.5	-3.5	1.1	-0.2	0.7	10.1	2.3	3.7
CC(C)(C)c1ccc(O)c(N=Cc2c(O)ccc3ccccc23)c1	-8.2	-10.7	4.3	9.7	-3.4	0.4	-21.8	0.3	-15.6	3.0
C[C@H]1CC[C@@]2(C)[C@@H](CC[C@@H]3[C@@H]2CC[C@]2(C)[C@@H](O)CC[C@@H]32)C1	0.7	-8.2	-4.0	-3.4	-0.6	-0.4	2.5	10.3	-2.9	-2.2
ON1C2CCCCC2N(O)C1c1ccccc1 (stereo not drawn)	0.3	-2.7	1.0	-3.8	-4.6	-0.3	-3.8	-1.8	-9.1	-3.0
Cc1ccc(S(=O)(=O)N2Cc3cnnn3-c3ccccc3C2C#N)cc1 (stereo not drawn)	-1.9	3.4	-2.6	1.1	2.1	0.2	8.4	-2.4	-1.3	-2.7
CCC(C(=O)N1C[C@H]2C[C@@H](C1)c1cccc(=O)n1C2)c1ccccc1 (stereo partly drawn)	-3.4	2.5	2.3	1.8	0.9	-0.2	6.7	-1.3	19.4	0.6
CCC(=O)N1N=C(c2c(O)n(CCc3ccccc3)c(=O)[nH]c2=O)CC1c1ccc(OC)c(OC)c1 (stereo not drawn)	-1.7	-21.7	3.8	-3.7	-13.8	0.3	-12.8	-11.5	-1.2	-3.7
c1ccc(-c2ccncc2)cc1	-0.2	6.9	-1.8	1.8	4.4	-0.2	4.1	2.4	12.7	0.6
c1ccc(C2CC3CC4(CCCC4)N2O3)cc1 (stereo not drawn)	4.6	3.0	1.4	0.2	-2.1	-0.2	2.0	-6.0	1.4	1.9
c1cc2c(cc1[C@H]1OCC3C1CO[C@@H]3c1ccc3c(c1)OCO3)OCO2 (stereo partly drawn)	-0.1	3.0	-7.1	-1.1	7.8	0.2	-0.1	-10.5	12.9	-0.6
CCCNC(=O)N1[C@H]2CC[C@@H]1C(C(=O)OC)=C(c1ccc(Cl)c(C(F)(F)F)c1)C2	-4.9	3.8	-1.7	4.9	2.5	-0.2	-4.4	3.8	-8.5	0.5
COc1ccccc1Cn1c(SCC#N)nc2cc(C(=O)N3CCC4(CC3)OCCO4)ccc2c1=O	0.1	-7.0	3.2	7.4	2.3	0.4	-9.6	-11.8	-12.2	0.7
O=[N+]([O-])c1cccc(CN2CCN(Cc3ccc(Br)cc3)CC2)c1	-1.9	3.6	-2.7	-5.1	1.6	-0.6	-2.1	-3.7	14.8	5.6

Four compounds already listed, arranged by length of the SMILES, highest first.
SMILES	Tn6 DDE FP	PLC-beta3 inh	Tn7 DDE FP	NR1D1 modulator	PLC-gamma1 inh	proKLK7 act	sPLA2-III inh	ASAP1 GAP inh	ARFGAP1 inhibitor	UHRF1 MBD2 ctr
O=C(COc1ccc(Cl)cc1)N(c1ccccc1Cl)C1CN2CCC1CC2 (stereo not drawn)	2.0	-2.6	-1.3	-2.8	3.9	-0.5	-22.0	0.8	2.4	0.5
Cn1cccc1/C=C1\C(=O)NC(=O)N(Cc2ccco2)C1=O	9.3	-11.1	-0.5	-19.5	-4.7	-0.4	-9.9	-1.8	-12.6	63.0*
CC(C)Sc1nnc(OC(=O)N(C)C)n1-c1ccccc1	-1.0	-6.7	-2.2	-0.2	0.1	-0.6	14.7	2.0	8.7	0.9
CCc1nc2ccccc2c(=O)n1-c1ccccc1OC	-7.4	-3.7	-0.2	-5.9	1.0	0.2	-2.3	-1.9	3.4	2.7

Continued:
SMILES	Tn6 DDE FP	PLC-beta3 inh	Tn7 DDE FP	NR1D1 modulator	PLC-gamma1 inh	proKLK7 act	sPLA2-III inh	ASAP1 GAP inh	ARFGAP1 inhibitor	UHRF1 MBD2 ctr
CCOP(=O)(OCC)C(O)c1cccc([N+](=O)[O-])c1 (stereo not drawn)	1.9	0.8	-2.5	4.5	1.0	-0.4	5.0	10.5	25.5*	2.9
Cc1cccc(C)c1-n1nnnc1C(c1cc2ccccc2o1)N1CCC(n2c(=O)[nH]c3ccccc32)CC1 (stereo not drawn)	-2.5	3.0	-4.9	3.3	-0.6	0.6	-4.4	4.1	1.3	1.1
COc1cccc(C2CC3C(=O)C=CC2N3Cc2ccccc2)c1 (stereo not drawn)	0.6	-12.0	10.4	0.5	-11.8	-0.3	-8.2	-0.4	-3.2	-8.0
Cc1cccc(CS(=O)(=O)Cc2ccc(C(=O)N3CCC4(CC3)OCCO4)o2)c1	2.3	11.4*	5.6	3.9	13.8*	0.0	-0.8	9.4	1.0	2.6
Cc1c(C)c2ccc(OCC(=O)N3CCC(C(=O)O)(c4ccccc4)CC3)c(C)c2oc1=O	2.2	-46.4	9.1	-0.7	-35.9	-0.1	-5.6	5.5	-6.1	-2.3
CCN(CC)C(=O)c1ccc(NC(=S)NC(=O)CCc2ccccc2)cc1	4.5	-6.0	-1.7	10.2	-0.2	0.2	-5.4	7.9	-6.0	-3.7
O=[N+]([O-])c1ccc(N(CCO)CCO)c2c1no[n+]2[O-]	1.3	-61.4	-1.7	5.4	-48.8	-0.5	3.3	-0.1	-2.5	-22.7
C(#CCN1CCCCC1)COCc1ccccc1	2.4	-4.2	1.6	8.1	1.4	-0.1	1.4	17.5	-2.7	-1.3
CC12CCC(O)CC1CCC1C2CCC2(C)C(C3=CC(=O)OC3)CCC12O (stereo not drawn)	4.6	6.2	-6.5	3.1	2.1	-0.1	1.9	-15.6	4.0	0.1
COc1ccc(OC)c(C(O)C(C)N)c1 (stereo not drawn)	-5.8	-0.1	-16.3	-2.3&-0.9	2.9	-0.2	5.0	4.0	-7.5	-1.1
C[C@]12CCC3C(CC[C@H]4C[C@@H](O)CC[C@]34C)C1CC[C@@H]2O (stereo partly drawn)	7.4	-4.0	10.2	0.4	-2.6	-0.5	21.1*	-3.8	-4.6	-0.7
C=CC1CN2CCC1CC2c1[nH]c2ccccc2c1CCO (stereo not drawn)	-2.0	1.2	-3.3	4.2	1.0	0.4	-12.6	-0.3	-9.1	6.4

High-throughput results as filed in PubChem BioAssay.

A portion of the library; rates above refer to the full screens.
